Yp Topo-I inh: Y. pestis Topo-I inhibition via cleavage products | Y. pestis Topo-I cleavage product accumulation, plate reader | activity, % at 10 µM | 360,000 compounds, 0.064% hits | AID 504884; in the data active = activity above about 50%, passing the limit was not always enough; inconclusive = no clear call, values can overlap the other calls; note: inactives centre near 2
3CLpro inhibitor: SARS-CoV 3CLpro protease inhibition | P0C6X7 | recombinant SARS-CoV 3CLpro, quenched FRET peptide cleavage | inhibition, % at 6 µM | 290,000 compounds, 0.14% hits | AID 1706; in the data active = inhibition above about 12%
PfHsp40 rescue: rescue of PfHsp40-mediated yeast toxicity. S. cerevisiae expressing PfHsp40, growth rescue, ATP luminescence. 340,000 compounds, 0.68% hits. growth rescue, % at 12.5 µM; in the data active = growth rescue above about 28%, passing the limit was not always enough; inconclusive = no clear call, values can overlap the other calls;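 note: yeast W303a lacking pdr1 and pdr3 grown in galactose medium; growth measured after three days at 30 °C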
BoNT A protease: inhibitors of Botulinum neurotoxin A light chain protease. 360,000 compounds, 0.17% hits. multiplex microsphere protease substrate cleavage, flow cytometry. AID 588499. inhibition, % at 10 µM; note: plate controls were buffer without enzyme for full effect and enzyme alone for no effect
Anthrax LF inh2: anthrax lethal factor protease inhibition. AID 588501. P15917. 360,000 compounds, 0.12% hits. multiplex microsphere protease cleavage assay, LF. inhibition, % at 10 µM; note: plate controls were buffer without enzyme for full effect and enzyme alone for no effect
PriA SSB inh: blocks PriA binding to SSB C-terminal tail. AlphaScreen SSBct-PriA binding, biotinylated peptide. inhibition, % at 33 µM. 430,000 compounds, 0.6% hits. AID 1272365; in the data active = inhibition mostly above about 37%, no sharp cut-off; inactive = mostly below about 20%;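 note: plate controls were negative control peptide for no effect and reference peptide for full effect; strong numbers were not always called active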
BH1578 lux ind: induces V. cholerae light production without autoinducers | V. cholerae BH1578 lux reporter, luminescence, 6 h | activation, % at 18.7 µM | 350,000 compounds, 0.16% hits; in the data active = activation mostly above about 9.7%, no sharp cut-off; inconclusive = no clear call, values can overlap the other calls; inactive = mostly below about 3.7%; note: not every result past the cut was called active; inactives centre near 0; reference of the scale not given here
TcdB inh: inhibitors of Clostridioides difficile toxin B glycohydrolase | 350,000 compounds, 0.24% hits | AID 652162 | TcdB glycohydrolase enzymatic assay, plate reader | inhibition, % at 9.99 µM | P18177; in the data active = inhibition above about 10%
Target sequence (P18177 whole entry, looked up): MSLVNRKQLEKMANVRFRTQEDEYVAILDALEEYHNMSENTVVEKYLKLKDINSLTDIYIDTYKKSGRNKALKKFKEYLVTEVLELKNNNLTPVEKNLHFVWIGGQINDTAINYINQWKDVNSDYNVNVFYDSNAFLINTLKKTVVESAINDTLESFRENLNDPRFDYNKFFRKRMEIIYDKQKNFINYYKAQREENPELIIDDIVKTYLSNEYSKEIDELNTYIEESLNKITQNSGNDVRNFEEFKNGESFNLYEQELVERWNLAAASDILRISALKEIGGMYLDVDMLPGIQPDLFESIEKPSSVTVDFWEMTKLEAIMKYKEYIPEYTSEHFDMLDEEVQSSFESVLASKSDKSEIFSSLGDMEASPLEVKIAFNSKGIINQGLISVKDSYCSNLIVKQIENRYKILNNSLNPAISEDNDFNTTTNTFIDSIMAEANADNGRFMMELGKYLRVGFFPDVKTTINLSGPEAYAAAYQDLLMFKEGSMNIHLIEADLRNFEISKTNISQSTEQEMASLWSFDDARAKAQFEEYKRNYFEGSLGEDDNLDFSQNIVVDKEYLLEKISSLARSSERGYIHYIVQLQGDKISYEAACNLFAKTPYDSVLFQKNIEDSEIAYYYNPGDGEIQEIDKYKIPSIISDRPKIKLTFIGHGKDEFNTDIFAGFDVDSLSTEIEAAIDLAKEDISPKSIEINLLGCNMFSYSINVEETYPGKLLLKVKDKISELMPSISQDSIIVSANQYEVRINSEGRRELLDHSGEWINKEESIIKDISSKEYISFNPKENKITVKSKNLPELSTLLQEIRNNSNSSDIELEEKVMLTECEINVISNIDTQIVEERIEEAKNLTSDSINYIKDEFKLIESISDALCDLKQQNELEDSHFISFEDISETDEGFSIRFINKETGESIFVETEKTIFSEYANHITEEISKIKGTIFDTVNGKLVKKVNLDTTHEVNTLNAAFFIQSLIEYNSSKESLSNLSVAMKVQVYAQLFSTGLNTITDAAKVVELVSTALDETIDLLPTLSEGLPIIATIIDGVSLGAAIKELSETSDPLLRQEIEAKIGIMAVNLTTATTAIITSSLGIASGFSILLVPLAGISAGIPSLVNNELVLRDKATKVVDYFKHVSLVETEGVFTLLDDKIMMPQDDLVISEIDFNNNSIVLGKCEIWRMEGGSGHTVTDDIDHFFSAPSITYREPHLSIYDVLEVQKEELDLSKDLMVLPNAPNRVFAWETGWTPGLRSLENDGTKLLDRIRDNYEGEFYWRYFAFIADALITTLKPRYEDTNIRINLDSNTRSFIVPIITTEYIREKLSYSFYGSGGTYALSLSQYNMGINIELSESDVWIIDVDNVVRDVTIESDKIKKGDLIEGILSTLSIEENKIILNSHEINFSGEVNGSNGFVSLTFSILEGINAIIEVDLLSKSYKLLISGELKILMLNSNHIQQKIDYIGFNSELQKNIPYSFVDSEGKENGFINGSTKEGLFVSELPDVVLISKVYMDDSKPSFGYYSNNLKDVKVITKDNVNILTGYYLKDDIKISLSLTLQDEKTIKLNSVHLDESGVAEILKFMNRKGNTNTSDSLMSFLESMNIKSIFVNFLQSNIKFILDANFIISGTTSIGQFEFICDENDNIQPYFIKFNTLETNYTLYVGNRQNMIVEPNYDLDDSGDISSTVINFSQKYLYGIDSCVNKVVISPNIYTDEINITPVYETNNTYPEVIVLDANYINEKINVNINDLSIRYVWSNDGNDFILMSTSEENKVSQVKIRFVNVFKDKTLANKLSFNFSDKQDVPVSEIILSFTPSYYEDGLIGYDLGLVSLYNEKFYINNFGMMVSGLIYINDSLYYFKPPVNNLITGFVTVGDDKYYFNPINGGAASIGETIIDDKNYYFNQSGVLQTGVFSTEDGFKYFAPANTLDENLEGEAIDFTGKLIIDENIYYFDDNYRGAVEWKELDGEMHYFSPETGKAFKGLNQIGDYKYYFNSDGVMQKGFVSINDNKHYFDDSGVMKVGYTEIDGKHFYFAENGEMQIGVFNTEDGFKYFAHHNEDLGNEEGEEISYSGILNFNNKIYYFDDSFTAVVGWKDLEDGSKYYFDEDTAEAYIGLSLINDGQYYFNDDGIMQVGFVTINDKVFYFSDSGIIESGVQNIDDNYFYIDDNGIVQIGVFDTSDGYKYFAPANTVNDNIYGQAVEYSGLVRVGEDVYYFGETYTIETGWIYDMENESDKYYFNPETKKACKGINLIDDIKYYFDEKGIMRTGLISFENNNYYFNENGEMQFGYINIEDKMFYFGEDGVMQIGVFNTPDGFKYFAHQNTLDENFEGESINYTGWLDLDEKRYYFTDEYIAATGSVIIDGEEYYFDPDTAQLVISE
PrPC surface inh: cell surface PrPC inhibition, primary TR-FRET screen. inhibition, % at 13.8 µM. 370,000 compounds, 0.43% hits. P04156. TR-FRET read-out; in the data active = inhibition above about 24%; note: 0% = median of the test wells and 100% = reference compound wells
* hit, by the source's call; i = inactive; ? = inconclusive; nt = not tested or not shown; & = joins results of further samples. Cut-off read from the data, not from the text of the source, unless noted: active = inhibition above about 30%; inconclusive = no clear call, values can overlap the other calls; inactive = below that. This is a subset. The share of hits here may be higher or lower than overall.

SMILES	Yp Topo-I inh	3CLpro inhibitor	PfHsp40 rescue	BoNT A protease	Anthrax LF inh2	PriA SSB inh	BH1578 lux ind	TcdB inh	PrPC surface inh
Cc1ccc(OCC(=O)N/N=C/c2ccc([N+](=O)[O-])o2)cc1	1	13*	0.1	-0.6	-18	nt	i	nt	-21
COc1ccc(S(=O)(=O)Nc2noc3ccccc23)cc1OC	-1	2	0.0	-2.2	-11	-6	i	0.5	6
CCN(CC)Cc1c(C(=O)N/N=C/c2cccc(OCc3ccc(F)cc3)c2)nnn1-c1nonc1N	14	0	0.2	-1.1	-4	nt	i	-0.9	-8
CCOC(=O)c1nnn(CC(=O)Nc2ccccc2OC)c1C(=O)OCC	7	-4	0.7	-0.8	-5	-11	i	nt	0
CCN1CCN(c2ccc(S(=O)(=O)N3CCCCC3)cc2NC(=O)/C=C/c2cc(OC)ccc2OC)CC1	-1	-3	-1.1	-5.9	-4	11	i	1.1	5
CN(CC(=O)Nc1cccc(F)c1)C(=O)CC1CCCCC1	-3	nt	-0.4	11	?	3	i	3.1	-2
COc1ccc(C(O)c2nc(-c3ccc(C)c(C)c3)cs2)cc1 (stereo not drawn)	5	nt	nt	0.2	3	nt	-0.3	1.3	5
O=C(Nc1ccc(S(=O)(=O)N2CCCCC2)cc1)c1ccc(F)cc1	-9	3	0.3	1.0	-11	-10	i	0.0	15
COc1ccc(-c2csc(N3CCN(C(=O)c4ccccc4)CC3)n2)cc1	41	3	0.3	-0.7	-11	3	-0.7	nt	-2
CCOC(=O)c1ccc(NC(=O)NC2CC3CCC(C2)N3Cc2nnnn2Cc2ccco2)cc1 (stereo not drawn)	1	-6	1.4	0.3	3	-14	i	nt	-5
COc1cccc(/C=C2\SC(=S)N(CCC(=O)N3CCCCC3CCO)C2=O)c1 (stereo not drawn)	31	5	-0.4	1.9	0	-4	-2.2	1.9	0
Cc1cc(C(=O)OC(C)C(=O)NC2CCCCC2C)c(C)o1 (stereo not drawn)	2	nt	0.5	-15	-2	-12	i	0.2	-4
Cc1oc(S(=O)(=O)N2CCCC2)cc1C(=O)Nc1ccccc1	0	5	-0.7	-0.3	5	-2	-0.6	0.3	-7
Cc1ccnc(SCC(=O)O)n1	-4	0	1.0	0.3	2	-13	-0.3	nt	3
COc1ccc(Cl)cc1S(=O)(=O)N1CCC(C(=O)NC2CC2)CC1	2	0	1.1	2.7	3	-18	i	0.6	0
Cc1sc(NC(=S)NC(=O)c2cccs2)nc1-c1ccc(CC(C)C)cc1	5	0	-0.1	0.3	-1	-21	1.3	1.3	-3
CC1CCCN(C(=S)Nc2ccc(S(=O)(=O)N3CCCCC3)cc2)C1 (stereo not drawn)	4	4	-1.2	8.5	-1	-8	i	1.6	8
CC(OC(=O)c1ccc2ncsc2c1)C(=O)NC1CCCCC1C (stereo not drawn)	-3	nt	0.2	5.8	2	-11	1.2	0.9	-2
Cc1nn(CC#N)c(=O)n1-c1cccc(F)c1	0	-2	-0.7	-0.2	1	-4	i	nt	7
O=C(c1ccc2c(c1)C(=O)N(c1ccc(Cl)cc1)C2=O)N1CCN(c2ccccn2)CC1	21	-4	-1.1	-0.5	-3	-9	-0.2	nt	9
Cc1ccccc1CN(c1ccc(C(=O)Nc2cccnc2)cc1)S(C)(=O)=O	8	2	0.1	-0.7	-5	19	nt	nt	-2
CCN1CCCC(OC(=O)c2cc(-c3ccc(C)cc3)nc3ccccc23)C1 (stereo not drawn)	9	-1	1.7	0.1	-2	-1	-0.3	0.7	3
CSc1ccc(/C=C/C(=O)OCC(=O)NC(C)C)cc1	10	3	-1.3	-0.5	0	-11	-0.2	0.7	4
CC(C)(C)OC(=O)NCCCCCNC(=O)c1nc[nH]c1C(=O)NCc1ccccc1	25	nt	4.3	0.3	-2	-9	0.7	2.3	5
CCn1cc(C(=O)NC(=S)Nc2cccc(O)c2)cn1	-2	-1	-1.3	0.3	-1	18	0.3	nt	5
Cc1nc(NC(=O)/C=C/c2ccccc2)sc1C(=O)Nc1ccc(Cl)cc1	-3	-1	-0.4	-0.8	-4	-9	-5.9	nt	-1
CCOC(=O)/C(C#N)=N/Nc1c(C)n(C)n(-c2ccccc2)c1=O	8	4	1.4	-0.9	-6	i	i	-2.5	-17
O=C1CCCC(=NNC(=O)c2cc3ccccc3cc2O)C1	-11	nt	-1.1	-0.9	5	-2	i	nt	nt
CCc1c(C(=O)NC(C)C2CCCO2)csc1C (stereo not drawn)	7	2	-1.5	1.2	1	-2	-1.7	0.7	4
O=C(/C=C/c1cc([N+](=O)[O-])ccc1OC(F)F)NCc1ccc(Cl)cc1	-9	5	1.5	-0.5	-1	9	i	nt	-21
COc1ccccc1NS(=O)(=O)c1cccc(C(=O)N2CCN(C(=O)c3ccco3)CC2)c1	0	nt	-1.8	-0.6	-4	6	0.5	1.0	-2
Cc1cccc(Nc2nc(-c3ccc(F)c(C)c3)cs2)n1	1	3	nt	-3.5	4	6	-0.2	0.3	3
CCC(=O)NNC(=O)CSc1nnc(-c2ccccc2)c(-c2ccccc2)n1	-2	-6	-1.3	0.4	-8	0	-0.5	0.5	-6
CC1C=CC=CC=CC=CC=CC=CC=CC(OC2OC(C)C(O)C(N)C2O)CC2OC(O)(CC(O)CC(O)C(O)CCC(O)CC(O)CC(=O)OC(C)C(C)C1O)CC(O)C2C(=O)O (stereo not drawn)	30	nt	0.8	-0.2	-14	-4	i	nt	nt
COc1ccc(-c2csc(NC(=O)CN3C(=O)CCC3=O)n2)cc1OC	1	4	2.5	0.1	0	-4	-0.5	0.3	1
Cc1cc(C)n(CC(O)COc2c(C)cccc2C)n1 (stereo not drawn)	4	-6	4.0	-0.2	0	-4	i	0.3	-2
COc1cccc(NC(=O)CN(C)CC(=O)NCC(=O)Nc2ccc(F)cc2)c1	0	nt	-1.6	0.7	4	-15	i	2.0	1
CCN(CC)c1ccc(N2C(=NC(=O)C3CC3)SC3CS(=O)(=O)CC32)cc1 (stereo not drawn)	-1	-1	0.2	-0.8	-3	2	0.9	1.3	-6
CCC(=NCc1ccco1)c1c(O)n(C)c(=O)n(C)c1=O	9	1	-0.9	-0.1	-5	-3	-0.5	4.1	-2
C[C@H](CO)N1C[C@H](C)[C@@H](CN(C)S(=O)(=O)c2cccs2)Oc2ccc(NC(=O)C3CC3)cc2C1=O	10	nt	1.8	0.1	-4	-6	1.0	0.7&1.2	-4

Of the compounds above, 2 have a cyano group.
SMILES	Yp Topo-I inh	3CLpro inhibitor	PfHsp40 rescue	BoNT A protease	Anthrax LF inh2	PriA SSB inh	BH1578 lux ind	TcdB inh	PrPC surface inh
Cc1nn(CC#N)c(=O)n1-c1cccc(F)c1	0	-2	-0.7	-0.2	1	-4	i	nt	7
CCOC(=O)/C(C#N)=N/Nc1c(C)n(C)n(-c2ccccc2)c1=O	8	4	1.4	-0.9	-6	i	i	-2.5	-17

The results go on:
SMILES	Yp Topo-I inh	3CLpro inhibitor	PfHsp40 rescue	BoNT A protease	Anthrax LF inh2	PriA SSB inh	BH1578 lux ind	TcdB inh	PrPC surface inh
Cn1ncc(Cl)c1C(=O)NCc1cc(C(C)(C)C)n[nH]1	-2	0	-0.2	0.5	2	-1	-0.2	1.7	3
C/C(CC(=O)NCc1ccco1)=N\NC(=O)Cc1ccc(-c2ccccc2)cc1	1	0	-1.2	2.6	0	nt	-0.2	0.8	-5
COc1ccc(CNC(=O)c2ccc(NS(=O)(=O)c3c(C)noc3C)cc2)cc1	-11	-4	-0.1	1.1	-4	4	i	nt	4
O=C(Nc1ccn(CCCNCc2ccc3c(c2)OCO3)c(=O)n1)OCc1ccccc1	23	nt	0.4	-0.3	-2	0	-0.9	1.0	-3
COc1ccc(C(O)(CCN2CCCCC2)C2CCCCC2)cc1 (stereo not drawn)	-12	-1	3.5	-1.0	-1	14	i	0.4	-3
O=C(O)c1cc2n(n1)C(C(F)(F)F)CC(c1ccco1)N2 (stereo not drawn)	2	-7	0.3	0.4	-2	-10	-5.4	nt	3
Cc1nn(C(C)(C)C)c(OC(=O)c2ccco2)c1Sc1ccccc1	4	1	-0.2	0.0	-9	-14	i	nt	7
COc1ccc(Oc2nnc(-c3ccc(C)cc3)c3ccccc23)cc1	10	3	-0.2	0.6	-4	-14	-1.2	nt	-5
Cc1cc(N)n(-c2nc3ccccc3s2)n1	1	4	-1.7	0.3	2	-6	i	1.8	0
Cc1ccc(OCC(=O)NNC(=O)C2CCN(c3ncnc4sc(C)c(C)c34)CC2)cc1	11	nt	-1.9	-2.3	-1	0	i	0.8	1
CC1=C(C(=O)OC(C)C)C(c2cccs2)NC(=S)N1 (stereo not drawn)	3	3	-1.0	0.2	2	-5	-4.1	nt	2
COc1ccccc1NC(=O)CSc1nnc(CNC(=O)c2ccccc2F)o1	-1	0	-0.5	-0.6	2	4	-0.4	0.5	-2
Cc1nc(NC(=O)c2ccccc2)sc1Cc1ccc2c(c1)OCO2	0	3	0.1	-0.5	-3	8	i	0.7	13
Cn1cnc2cc(NC(=O)c3ccco3)ccc21	1	1	-1.6	-0.9	-1	-9	0.9	1.5	-1
O=C(Nc1ccccc1N1CCCC1)C1CCN(S(=O)(=O)c2ccccc2C(F)(F)F)CC1	25	nt	-1.0	nt	nt	6	-0.4	0.7	-7
CC1(C(=O)O)CCCN(C(=O)c2cccnc2Oc2ccccc2)C1 (stereo not drawn)	12	nt	nt	-0.3	-9	nt	-0.7	0.0	-3
O=C(N/N=C/C=C/c1ccccc1)c1cccnc1	5	3	-0.8	-2.0	?	i	0.2	0.2	-12
CCCCn1c(N)c(N(CC(C)C)C(=O)CN(C)S(=O)(=O)c2ccc(F)cc2)c(=O)[nH]c1=O	1	nt	-0.6	1.3	-1	-3	-0.7	0.6	5
COc1ccc(N(C)S(=O)(=O)c2cccc(C(=O)Nc3nnc(C4CC4)s3)c2)cc1	4	3	-0.3	-0.8	0	4	-0.2	-0.2	-2
COc1ccc(CNC(=O)C(c2ccco2)N(Cc2ccccc2)C(=O)Cc2cccs2)cc1 (stereo not drawn)	13	6	0.2	0.1	-2	-28	7.1	nt	-3
O=C(N[C@H]1C/C=C\C(c2cccc(F)c2)N(Cc2ccccc2)C(=O)C1)OCC1c2ccccc2-c2ccccc21 (stereo partly drawn)	17	nt	2.0	0.0	0	-3	12	1.7	-1
COCCNC(=O)C1(C)CCCN(C(=O)c2ccccc2OC(F)(F)F)C1 (stereo not drawn)	2	nt	nt	0.1	-9	nt	-0.2	0.6	-3
CCOc1ncccc1C(=O)OCc1ccc([N+](=O)[O-])cc1	-1	1	0.7	-0.2	-4	-1	0.4	-4.9	7
Cc1ccccc1OCCc1c(C)[nH]c(=S)[nH]c1=O	-3	5	-0.3	-1.0	1	-22	-1.3	0.4	2
CN(C)c1ccnc2sc(C(=O)NCc3ccccc3)c(N)c12	-2	1	0.2	-1.6	-4	6	i	nt	-17
Cc1ccc(CNC(=O)CN(C)S(=O)(=O)c2cnc[nH]2)cc1	-1	-8	0.9	0.8	2	-1	-0.2	nt	0
CSc1ccc(CN(C)C(=O)CNC(=O)c2sc3ccccc3c2Cl)cc1	8	0	2.6	-1.5	0	-3	i	0.5	-8
CC(CCc1ccccc1)NC(=O)CCN1N=C(c2ccccc2)CCC1=O (stereo not drawn)	19	3	1.7	-0.4	-5	-20	-0.4	0.4	6
C/C(=C\C(=O)c1ccc(Br)cc1)Nc1ccc(Cl)cc1	-7	-4	-0.4	-0.9	-2	nt	-0.3	0.8	-5
COC(=O)C1=C(c2ccc(F)cc2F)C[C@@H]2CC[C@H]1N2C(=O)NC1CC1	5	nt	0.3	-0.5	1	-7	2.4	nt	nt
O=C(CCCCCCN1C(=O)c2ccccc2C1=O)Nc1nccs1	1	5	-0.3	1.0	-1	4	-0.2	nt	-10
